tim23-1 inh: growth inhibitors of tim23-1 mutant yeast; S. cerevisiae tim23-1 growth, BacTiter-Glo luminescence, 24 h; inhibition, % at 20 µM; 330,000 tested, 1.3% active; AID 463212;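 active = growth inhibition of the mutant yeast at or above 50%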;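 also: temperature-sensitive mutant grown at 25 °C; plate controls were DMSO-treated mutant yeast for no effect and medium wells lacking yeast for full effect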
CCR6 antag: blocks CCL20-driven beta-arrestin recruitment at human CCR6. 340,000 tested, 0.49% active. inhibition, % at 20 µM. P51684. CHO-K1 CCR6 PathHunter beta-arrestin, luminescence, CCL20-stimulated;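 active = compounds whose inhibition of the agonist-driven luminescence signal at 20 µM reaches about 50%, limit read from the data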;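 also: cells stimulated with CCL20 at 14 nM final; plate controls were DMSO with CCL20 for no effect and DMSO without agonist for full effect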
EBI2 antag: blocks human EBI2 receptor beta-arrestin signaling; AID 651636; P32249; inhibition, % at 5 µM; 360,000 tested, 0.81% active; EBI2 beta-arrestin recruitment, luminescence, 7a,25-OHC stimulated; in the data active = inhibition above about 38%;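 also: enzyme fragment complementation signal reports receptor beta-arrestin coupling in cells; 0% = agonist plus DMSO wells and 100% = wells without agonist; some results beyond the cut were filed as inactive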
Target sequence (P32249 whole entry, looked up, the tested form may be a part): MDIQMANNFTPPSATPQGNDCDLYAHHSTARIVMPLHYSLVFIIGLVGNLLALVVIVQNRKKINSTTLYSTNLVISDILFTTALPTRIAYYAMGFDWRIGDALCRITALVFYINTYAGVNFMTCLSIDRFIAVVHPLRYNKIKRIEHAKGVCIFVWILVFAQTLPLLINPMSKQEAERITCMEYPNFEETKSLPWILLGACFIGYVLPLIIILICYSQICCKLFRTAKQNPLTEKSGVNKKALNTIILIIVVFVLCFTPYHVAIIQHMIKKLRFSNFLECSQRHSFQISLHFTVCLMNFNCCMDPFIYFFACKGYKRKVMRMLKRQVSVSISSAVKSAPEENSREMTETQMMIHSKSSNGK
UPR XBP1 act: adaptive UPR (XBP1) activation; activation, % at 20 µM; AID 463104; CHO-XBP1 luciferase reporter, IRE1-XBP1 UPR activation, luminescence; percent of tunicamycin response, DMSO as zero; 330,000 tested, 0.33% active;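 active = versus positive control, 20 µM dose yields 30% or more activation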;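 also: 100% = tunicamycin at 10 µg/mL and 0% = DMSO only wells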
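Material: CHO-XBP1 cells stably carrying IRE1-XBP1-driven luciferase reporter | Medium: F12 with 10% serum | Compound dosing: 20 µM single concentration, DMSO 1% | Incubation: Overnight seeding at 37 °C, 6 h compound treatment at 37 °C | Detection: Steady-Glo luminescence read | Read-out basis: % activation of reporter signal versus tunicamycin and DMSO controls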
CHOP UPR activ: apoptotic UPR (CHOP) activation; activation, % at 10 µM; CHO-CHOP luciferase reporter, luminescence; percent of tunicamycin response over DMSO baseline; 330,000 tested, 0.34% active; AID 449763;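 active = at 10 µM dose, activation of 40% or more, normalized to positive control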;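 also: 100% = tunicamycin at 10 µg/mL and 0% = DMSO alone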
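measured by = luciferase luminescence | assay system = CHO-CHOP cells, stable luciferase reporter of PERK-eIF2a-CHOP signalling | amount = 500 reporter cells seeded per well | timing = 6 h compound exposure at 37 °C after overnight seeding | controls = positive tunicamycin 10 µg/mL, negative DMSO alone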
APJ ag: agonists of human APJ apelin receptor; P35414; CHO-K1 APJ PathHunter beta-arrestin, luminescence; 0% DMSO wells, 100% apelin; activation, % at 20 µM; 330,000 tested, 0.11% active; AID 2520;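 active = activation more than six SD over the plate average, tested at 20 µM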;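 also: 0% = DMSO alone and 100% = apelin-13 at 10 nM; some results filed as inactive read as strong as hits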
Target sequence (P35414 whole entry, looked up): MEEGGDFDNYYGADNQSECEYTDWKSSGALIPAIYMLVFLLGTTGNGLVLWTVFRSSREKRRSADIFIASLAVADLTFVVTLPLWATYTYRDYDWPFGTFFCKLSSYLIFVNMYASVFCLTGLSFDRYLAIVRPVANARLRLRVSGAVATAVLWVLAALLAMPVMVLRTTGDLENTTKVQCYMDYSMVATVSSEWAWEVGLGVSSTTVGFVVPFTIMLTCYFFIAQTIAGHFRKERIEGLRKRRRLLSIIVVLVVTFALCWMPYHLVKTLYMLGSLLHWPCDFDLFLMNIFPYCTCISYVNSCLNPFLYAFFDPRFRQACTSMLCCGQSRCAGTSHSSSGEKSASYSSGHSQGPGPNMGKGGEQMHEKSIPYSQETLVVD
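Material: engineered CHO-K1 APJ arrestin reporter cells; amount: 1000 CHO-K1 reporter cells seeded per well; incubation: compound stimulation 90 min at 25 °C, detection 60 min; signal: luminescent beta-gal fragment complementation, chemiluminescent substrate; read-out basis: APJ agonist activity; controls: DMSO-only wells as negative, 10 nM Apelin-13 as positive control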
APJ antag: blocks the human apelin receptor APJ. CHO-K1 APJ beta-arrestin complementation, luminescence. inhibition, % at 20 µM. P35414. 330,000 tested, 0.32% active;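 active = inhibition above about 40% at 20 µM, limit read from the data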;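 also: cells challenged with 10 nM apelin-13 agonist together with compound; plate controls were apelin-13 plus DMSO wells for no effect and DMSO wells lacking apelin-13 for full effect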
CXCR6 block: inhibitors of human CXCR6 receptor | CHO-K1 PathHunter CXCR6 beta-arrestin, luminescence | inhibition, % at 20 µM | 360,000 tested, 0.36% active | AID 602244; in the data active = inhibition above about 34%, passing the limit was not always enough;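 also: antagonist mode with CXCL16 agonist at 10 nM final; 0% = 10 nM CXCL16 with DMSO and 100% = unstimulated wells without agonist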
Target sequence (O00574 whole entry, looked up): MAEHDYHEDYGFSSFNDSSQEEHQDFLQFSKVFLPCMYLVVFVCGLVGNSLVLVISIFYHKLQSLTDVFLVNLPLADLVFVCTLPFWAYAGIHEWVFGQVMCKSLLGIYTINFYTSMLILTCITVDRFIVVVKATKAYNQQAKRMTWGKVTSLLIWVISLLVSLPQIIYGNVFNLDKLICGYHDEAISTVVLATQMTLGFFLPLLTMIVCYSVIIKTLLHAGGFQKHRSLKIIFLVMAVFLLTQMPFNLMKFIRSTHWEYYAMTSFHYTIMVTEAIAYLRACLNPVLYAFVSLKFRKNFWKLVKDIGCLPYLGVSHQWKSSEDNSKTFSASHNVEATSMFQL
Mdm2 MdmX PPI: human Mdm2/MdmX binding inhibition; O15151+Q00987; SaOS-2 split-luciferase Mdm2/MdmX complementation, luminescence; inhibition, % at 8 µM; 330,000 tested, 3% active; AID 485346;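 active = inhibition of at least 50% at 8 µM in the primary screen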
Active calls of the source: *; nt = not tested or not shown.

SMILES	tim23-1 inh	CCR6 antag	EBI2 antag	UPR XBP1 act	CHOP UPR activ	APJ ag	APJ antag	CXCR6 block	Mdm2 MdmX PPI
O=C(CN1CCN(c2ccc([N+](=O)[O-])cc2Cl)CC1)N1CCOCC1	3	8	-10	1	-1.3	1	12	-2	-2
C/C(=N\NC(=O)C1CCCN(S(=O)(=O)c2ccccc2)C1)c1cccnc1 (stereo unspecified)	10	-18	4	0	-0.4	2	4	-4	-9
Cc1ccc(C(=O)N/C(=C\c2ccc(-c3ccc(Cl)cc3)o2)C(=O)NCCCN(C)C)cc1	19	5	-5	9	4.4	4	0	-17	93*
CC1CCCCC12NC(=O)N(CC(=O)OCc1cccc(F)c1)C2=O (stereo unspecified)	25	0	-1	-1	-0.9	-4	4	0	28
N#CCCN1CCN(C(=S)c2ccc(-c3cc(Cl)ccc3Cl)o2)CC1	26	19	14	1	1.4	1	-14	2	20
O=C1NC(Cc2ccccc2)c2nc3cc(Cl)ccc3c(=O)n2-c2ccccc21 (stereo unspecified)	34	nt	nt	0	0.2	-3	4	nt	28
CCCn1nc(NS(=O)(=O)c2ccccc2[N+](=O)[O-])c2cc3ccccc3nc21	10	12	-3	-4	1.8	-2	-17	5	-17
CSc1nnc(-c2cccs2)n1-c1ccccc1	14	-13	-7	1	-2.6	-5	-3	4	1
Cc1ccc(C)c(C(=O)NC(C)CCc2ccccc2)c1 (stereo unspecified)	10	12	15	-4	1.7	-5	-1	5	18
N=C1C(c2ccccc2)=C(O)CN1CCO	2	4	-14	-3	0.1	0	12	-4	11
CCOc1ccc(NC(=O)CC2C(=O)N(c3ccccc3)C(=O)N2Cc2ccco2)cc1 (stereo unspecified)	10	19	11	1	-0.8	-1	-9	6	7
COc1ccc(C(=O)N/N=C(/C)c2cccc(NC(=O)c3ccccc3F)c2)cc1	-6	6	-5	-2	3.4	12	-1	0	53*
C[C@H](NC(=O)c1ccco1)C(=O)N1CCCC1	-3	4	-1	-1	-1.7	2	4	1	-6
CC(OC(=O)CNS(=O)(=O)/C=C/c1ccccc1)C(=O)Nc1ccc(S(=O)(=O)N2CCCC2)cc1 (stereo unspecified)	18	10	4	-1	-0.8	-1	-6	11	11
Cc1ccccc1-c1noc(CCC(=O)NCc2ccco2)n1	2	6	4	0	0.2	-1	2	-2	36
CC(C)CNC(=O)/C=C/C=C/c1ccc2c(c1)OCO2	17	6	5	0	4.4	-6	12	7	10
O=S1CC/C(=N\O)c2ccccc21 (stereo unspecified)	-11	11	-4	-1	-0.5	-2	-5	2	17
CN(c1ccc(OCC(=O)OCC(=O)NCc2ccco2)cc1)S(=O)(=O)c1ccc2ccccc2c1	30	1	-7	0	-0.4	-1	-31	-8	11
Cc1oc(-c2ccccc2F)nc1CS(=O)(=O)CC(=O)NCCCN1CC(C)CC(C)C1 (stereo unspecified)	4	10	2	-5	-1.3	-1	-2	7	-32
COc1ccccc1CNC(=O)C1CCCC1	0	10	-3	-5	0.3	-1	-4	-2	33
Cc1[nH]c2ccccc2c1C(=O)CSc1nc2cc(S(=O)(=O)N3CCCCC3)ccc2o1	21	5	-1	2	3.7	0	-10	-10	13
O=C(CSc1ccc(-c2cccnc2)nn1)Nc1ccc(F)cc1	8	12	-11	-5	0.5	9	-1	0	20
O=C(CCCc1ccccc1)NCCc1ccccc1	-7	6	12	3	0.6	-2	2	9	-18
C[C@@H]1CC=C[C@H]2[C@H]1C(=O)N(Cc1ccccc1)[C@H]2c1ccc(-c2ccoc2)cc1F	50	23	10	0	0.2	2	10	5	35
NNC(=O)CSc1cccc2cccnc12	8	-7	-15	0	1.0	2	-15	-4	17
COc1ccccc1Cc1noc(-c2cc(Cl)ccc2OC)n1	15	7	8	-2	0.2	-5	13	-10	11
COc1ccc(-c2nc(SC)n(C(=O)c3ccco3)n2)cc1	23	-14	-8	-1	5.1	-6	-6	-5	2
CC(C)C(=O)NNC(=O)c1ccccn1	-1	-15	6	0	4.8	-1	-11	-16	7
CCSc1nnc(NC(=O)c2cc3c(s2)CCCC3)s1	8	0	-7	2	1.7	-2	23	2	-41
Cc1c(NC(=O)CSc2nnc(N)s2)c(=O)n(-c2ccccc2)n1C	8	7	-13	-3	0.3	0	-19	-8	-2
C#CCOc1c(/C=C\c2nc(O)c([N+](=O)[O-])c(=O)[nH]2)cc(Br)cc1OC	15	19	3	0	1.4	1	10	-6	16
Cc1nc(SCC(=O)NC2CCCCC2C)c(C#N)c(C)c1C (stereo unspecified)	21	13	0	-4	-0.3	2	1	-1	-4
CCN(CC)C(=O)/C(=C/c1ccc(F)cc1)NC(C)=O	13	-2	9	-1	-0.2	3	7	5	0
CCN(CC)C(=O)COc1ccc(N(C)S(=O)(=O)c2ccc(NC(C)=O)cc2)cc1	7	-4	9	-2	0.6	0	-18	-4	6
CN(CC(=O)N1CCCCC1)S(=O)(=O)c1ccc(Cl)cc1	13	-3	-3	9	0.1	0	-4	2	-9
CC(OC(=O)CNS(=O)(=O)c1ccc(C#N)cc1)C(=O)Nc1cccc(C#N)c1 (stereo unspecified)	-2	7	2	2	-0.4	5	21	0	6
CCC(=O)Nc1ccc(C(=O)n2ccc(C)n2)cc1	20	0	-11	-1	0.3	-2	0	-18	6
COc1ccc(C2CC(c3ccccc3)=NN2C(=O)c2ccc(Cl)c([N+](=O)[O-])c2)cc1 (stereo unspecified)	24	5	-7	6	2.4	0	-9	0	89*
COCCNC(=O)C1CC(c2cccc(F)c2)=NO1 (stereo unspecified)	4	-1	-2	31*	-0.9	-4	19	-7	-3
NS(=O)(=O)c1ccc(CCNC(=O)COC(=O)C2CCCN2C(=O)c2cccs2)cc1 (stereo unspecified)	-5	0	-6	1	0.2	-3	-2	-1	10
C/C(=N/NC(=O)CNC(=O)COc1cccc(C)c1)c1ccco1	-66	5	2	-3	0.4	0	-32	3	9
Cc1oc(-c2ccccc2Cl)nc1CS(=O)(=O)CC(=O)NCCN1CCOCC1	-3	0	1	-7	0.6	-2	6	0	26
O=C(OCCCOC(=O)c1ccc(O)cc1)c1ccc(O)cc1	4	3	7	-1	-0.6	0	10	-7	22
CCOc1ccc(-c2nc[nH]c2[N+](=O)[O-])cc1	-1	-2	-6	1	3.5	-3	8	5	5
O=C1c2cccc(OCC(=O)N3CCCc4ccccc43)c2CCN1Cc1ccccc1	30	20	-7	-3	1.0	0	15	-6	30
O=C(Nc1oc2ccccc2c(=O)c1-c1ccc(Cl)cc1)c1ccco1	48	11	9	-2	-1.6	-1	4	7	12
O=C(NCc1cc(C(F)(F)F)ccc1Cl)c1cccc2c1C(=O)c1ccc(N3CCOCC3)cc1S2(=O)=O	2	-4	-8	16	35	-1	-2	5	41
Cc1ccc(C(=O)OCC(=O)N(C)C2CCS(=O)(=O)C2)cc1S(=O)(=O)N1CCOCC1 (stereo unspecified)	0	8	5	-1	0.1	1	-58	-5	9
Cn1c(=O)c2c(ncn2CC(=O)OCC(=O)c2ccc(F)c(F)c2)n(C)c1=O	-3	15	-11	-5	0.2	2	3	3	10
COc1ccc(C(=O)NC(=S)Nc2ccc(CN3CCCCC3)cc2)cc1Cl	-17	29	15	-1	0.6	-2	10	21	25
Going on with the list.
SMILES	tim23-1 inh	CCR6 antag	EBI2 antag	UPR XBP1 act	CHOP UPR activ	APJ ag	APJ antag	CXCR6 block	Mdm2 MdmX PPI
CC(=O)c1ccc(OC(=O)COc2ccccc2Cl)cc1	4	14	-9	-3	0.4	-1	3	-8	22
CCOc1ccc(NC(=O)C2CCCN2S(=O)(=O)c2ccc(OCC)cc2)cc1 (stereo unspecified)	19	8	-12	-2	-0.9	0	25	1	-5
Cc1cc(C)c(NC(=O)CN2CCC(NC(=O)NC3CCCCC3)CC2)c(C)c1	1	nt	nt	-4	1.9	0	11	nt	5
Cc1cc(C)c(C(=O)N2CCCC(Nc3ccc(C)c(C)c3)C2)o1 (stereo unspecified)	20	14	-14	-3	-2.5	-5	10	-7	3
COc1ccc(C(=O)C2CCCN(C(=O)c3ccc(F)cc3)C2)cc1OC (stereo unspecified)	22	1	-5	-4	-0.7	8	9	7	-3
CCCOc1ccc(-c2cc(C(=O)NCC3CCCO3)c3ccccc3n2)cc1 (stereo unspecified)	15	5	10	7	1.4	0	7	-17	-14
Cc1cc(C)n(-c2ccc(C(=O)Nc3nnc(C)s3)cc2)n1	11	3	-1	7	1.3	-2	13	5	6
COc1cccc(/C=N\NC(=O)c2ccc(Cn3cc(Br)c([N+](=O)[O-])n3)o2)c1O	8	23	9	-2	0.9	0	-38	-9	59*
CN(Cc1nc2ccccc2n1C)S(=O)(=O)c1ccc(F)cc1	18	-1	-12	2	0.5	-3	-4	-7	-28
CN(c1ccc(F)cc1)S(=O)(=O)c1ccc(Cl)c(C(=O)Nc2ccncc2)c1	4	7	-16	-2	3.0	3	7	-22	52*

One compound at a time (already shown).
Listed for CCOc1ccc(NC(=O)C2CCCN2S(=O)(=O)c2ccc(OCC)cc2)cc1 (stereo unspecified) → tim23-1 inh = 19; CCR6 antag = 8; EBI2 antag = -12; UPR XBP1 act = -2; CHOP UPR activ = -0.9; APJ ag = 0; APJ antag = 25; CXCR6 block = 1; Mdm2 MdmX PPI = -5
Listed for COc1cccc(/C=N\NC(=O)c2ccc(Cn3cc(Br)c([N+](=O)[O-])n3)o2)c1O → tim23-1 inh = 8; CCR6 antag = 23; EBI2 antag = 9; UPR XBP1 act = -2; CHOP UPR activ = 0.9; APJ ag = 0; APJ antag = -38; CXCR6 block = -9; Mdm2 MdmX PPI = 59*

Continuation.
SMILES	tim23-1 inh	CCR6 antag	EBI2 antag	UPR XBP1 act	CHOP UPR activ	APJ ag	APJ antag	CXCR6 block	Mdm2 MdmX PPI
CCn1c(C(C)NC(=O)c2ccc(C)cc2)n[nH]c1=S (stereo unspecified)	-2	-14	-3	3	-0.1	nt	-16	-8	-22
Cc1cc2nc3c(=O)n(CCc4ccccc4)c(=O)[nH]c3nc2cc1N	-3	-24	2	2	4.8	4	-33	-11	10
Cc1ccc(NC(=O)CN2C(=O)C(=O)N(C3CCCC3)C2=O)cc1Cl	18	6	-7	-2	2.8	-4	0	12	-1
O=C(NCc1ccccc1)c1ccc2ccccc2n1	14	24	-5	-3	1.1	-3	11	-5	15
Cc1c(C(=O)OC2CCCC2C)[nH]c2c1C(=O)CCC2 (stereo unspecified)	30	14	0	3	4.4	-4	-53	3	-15
C/C=C(\C)C(=O)NCCN1C2=NC[C@H](C)N2C[C@@H]1Cc1ccc(OC)cc1	11	10	-3	-1	1.3	-4	19	-4	15
Cc1ccc(C(=O)NCCCN2CCN(CCCNC(=O)c3ccc(C)cc3)CC2)cc1	-26	14	-6	-3	-0.9	-3	-9	3	13
O=C(NCc1ccccc1)C(c1ccco1)N(C(=O)c1ccccn1)c1ccccc1 (stereo unspecified)	22	6	-11	0	-1.2	-2	7	-4	-13
CC(=O)c1cccc(NC(=O)C2=CN3CCS(=O)(=O)N=C3C=C2)c1	-2	6	-1	2	0.4	-2	-1	0	-6

These rows are one share of the data (hit frequency here may not be typical).
